SSB-PriA inh = blocks PriA binding to SSB C-terminal tail; AlphaScreen SSBct-PriA binding, biotinylated peptide; inhibition, % at 33 µM; hit rate 0.6% among 430,000; in the data active = inhibition mostly above about 37%, no sharp cut-off; inactive = mostly below about 20%;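 note: plate controls were negative control peptide for no effect and reference peptide for full effect; strong numbers were not always called active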
* = called active by the depositor; & = joins results of further samples. An excerpt; rates above refer to the full screens.

SMILES	SSB-PriA inh
CC(C)C(=O)Nc1ccc(SCC(=O)NC2CCCC2)nn1	-7.0
Cc1cc(C)cc(NC(=O)CN2C(=O)CC(c3ccco3)Sc3ccccc32)c1 (stereo not drawn)	17.0
Cc1nc(C)c(CC(=O)NN=Cc2ccc(O)cc2)c(=O)[nH]1	3.2
Oc1ccc(/C=C/c2ccncc2)cc1	-8.0&0.0
Cc1ccc(C(O)=C2C(=O)C(=O)N(Cc3cccnc3)C2c2ccccc2[N+](=O)[O-])cc1 (stereo not drawn)	-13.7
Cc1ccc(Cc2nnc(NC(=O)c3ccc(N(C)C)cc3)o2)cc1	-5.0
O=C(CSc1cn(CCNC(=O)c2c(F)cccc2F)c2ccccc12)NCc1ccc2c(c1)OCO2	3.0
O=C(c1cc(Br)cs1)N(Cc1ccoc1)Cc1cccs1	-25.0
O=C(Nc1cccs1)N(CC(F)(F)F)C1CCOCC1	-5.0
Cc1cccc(CNC(=O)Cn2cnc(-c3noc(-c4cccc(F)c4)n3)c2)c1	3.0
Cc1c(Cl)cccc1S(=O)(=O)NCc1ccnc(-c2cccs2)c1	-25.0
Cc1cc2c(cc1C)NC(CC(=O)Nc1ccc(Cl)cc1[N+](=O)[O-])C(=O)N2 (stereo not drawn)	1.0
O=C(COCc1ccccc1)NCC[C@H](O)C1CCOCC1	-14.0
O=C(c1ccc(-c2cccs2)cc1)N1CCc2cnc(N3CCOCC3)nc2C1	16.0
CC1=CC(=NNC(=O)c2ccc(O)cc2)CC1	-4.9
COc1ccc(Cl)c2sc(NS(=O)(=O)c3ccc(C)cc3)nc12	-9.0
COc1ccc(C)cc1NC(=O)c1cnc2ccc(C)cn2c1=O	-15.0
O=C(c1ccco1)N1CCN(C(=O)C2CCN(c3cc(Oc4ccccc4)ncn3)CC2)CC1	-19.0
CC(Cn1nnc2ccccc21)=NOC(=O)c1ccccc1C	-2.8
O=C(Nc1ccc(SCc2ccccc2F)nn1)c1ccco1	-7.0
Cc1ccc(S(=O)(=O)c2ccc(C(=O)Nc3ccc(Br)c(C)c3)cn2)cc1C	-20.0
CCn1ccc(C(=O)Nc2nccs2)n1	0.0
COC(=O)Nc1ccc(S(=O)(=O)N2CCC(Oc3cc(C)oc(=O)c3)CC2)cc1	-3.0
O=C(CCc1cccc(Cl)c1)NCC(O)c1cccs1 (stereo not drawn)	-16.0
CCOC(=O)C1=c2sc(=Cc3ccncc3)c(=O)n2C(N)=C(C(=O)OC)C1c1ccncc1 (stereo not drawn)	5.0
COc1cc(NC(=O)CC(C)=NNC(=O)c2cccs2)c(OC)cc1Cl	-2.9
Cc1ccc(C=NNC(=O)CCc2n[nH]c(=O)[nH]c2=O)o1	-1.8
COc1ccc(CCS(=O)(=O)NCCCN2CCO[C@H](c3ccccc3)C2)cc1	0.0
CCOc1ccc(-c2ccc(=O)n(CCNC(=O)Nc3cc(F)ccc3F)n2)cc1	-11.0
Fc1ccccc1-c1n[nH]c(=S)n1N=Cc1c[nH]c2ccccc12	3.0
CC(C)(C)NCC(O)COc1ccc(-c2ccccc2)cc1 (stereo not drawn)	-7.0
CCOc1ccc(S(=O)(=O)NC[C@H](O)c2cccc3ccccc23)cc1	1.0
COc1ccc(Nc2nc(Nc3ccc(Cl)cc3C)c3cnn(C)c3n2)cc1	3.0
Cc1ccc2oc(=O)c(S(=O)(=O)N3CCN(C)CC3)cc2c1	-9.0
Nc1c(C(=O)NCc2cccs2)nnn1Cc1ccccc1Cl	-11.0
O=C(O)CSc1ncnc2c1nnn2Cc1ccccc1F	-6.0
Cc1ccc(-n2ncc3c(SCC(=O)c4ccccc4)ncnc32)c(C)c1	-26.0
COc1cccc(C(=O)NCCNc2ccc(Nc3ccccn3)nn2)c1OC	1.0
CCOC(=O)Nc1cc(N2CCCS2(=O)=O)ccc1C	-20.0
CCOc1cc(Br)cc(C=NNC(=O)c2cccnc2)c1O	-2.6
COc1cc2ccccc2cc1C(=O)Nc1nc(-c2ccc(C)cc2)c(-c2ccccc2)s1	-4.0
O=C(CN1CCCCCCC1)NN=Cc1ccc(F)c(F)c1	-0.4
CC(=NNC(=O)CCC(=O)Nc1ccc(Br)cc1)c1ccc(Br)cc1	12.7
COc1cccc2cc(-c3nnc(NC(=O)c4cccc(S(C)(=O)=O)c4)o3)oc12	90.0*
COC(=O)c1sc(-c2ccccc2)cc1NC(=O)C1CCCN1S(=O)(=O)c1cccs1 (stereo not drawn)	10.0
Cc1cc(C(O)=C2C(=O)C(=O)N(CCN(C)C)C2c2ccncc2)ccc1OCc1ccccc1 (stereo not drawn)	-5.3
O=C(c1ccc(=O)[nH]c1)N1CC(c2nc(-c3cccs3)no2)C1	-3.0
Cc1cc(NC(=O)c2ccc3c(c2)OCO3)n(-c2nc3c(cnn3-c3cccc(C)c3C)c(=O)[nH]2)n1	-15.0
Cc1nc(Sc2nc3ccccc3o2)c2c3c(sc2n1)CCCC3	-8.0
CCOC(=O)c1sc(N=NC(C(=O)Nc2ccc(C)cc2C)=C(O)c2ccc([N+](=O)[O-])cc2)c(C(=O)OCC)c1C	-11.0
O=C(CCN1C(=O)c2cccc3cccc(c23)C1=O)N1CCN(c2ncccn2)CC1	-16.0&1.0
CS(=O)(=O)N1CCCC1CS(=O)(=O)c1ccccc1 (stereo not drawn)	-3.0
Cc1nc2ccccn2c1C(=O)NN=Cc1ccc([N+](=O)[O-])o1	-1.5
O=C(c1cc2ccccc2o1)N1CCC(Oc2ncccc2Cl)CC1	-3.0
CCc1ccc(Oc2cc(N3CCC(C(=O)Nc4ccc(C)c(C)c4)CC3)ncn2)cc1	-7.0
O=S(=O)(c1ccc(Cl)s1)N1CCN(Cc2nc(-c3cccs3)cs2)CC1	-19.0
Fc1ccc(Br)cc1C=NN1CCN(c2ccccc2)CC1	10.1
CC(C)(C)C(=O)NC(C#N)=C(Cl)Cl	-16.0
CN(C)c1ccc(NC(=O)CC2CSc3nc4c(cnn4-c4ccccc4)c(=O)n32)cc1 (stereo not drawn)	53.0
Cc1cc(-n2nnc(C(=O)N3CCN(c4ccccc4C)CC3)c2C)ccc1Br	4.0

7 entries picked at random from those above:
SMILES	SSB-PriA inh
CN(C)c1ccc(NC(=O)CC2CSc3nc4c(cnn4-c4ccccc4)c(=O)n32)cc1 (stereo not drawn)	53.0
O=C(c1ccc(=O)[nH]c1)N1CC(c2nc(-c3cccs3)no2)C1	-3.0
Cc1nc(Sc2nc3ccccc3o2)c2c3c(sc2n1)CCCC3	-8.0
CC(=NNC(=O)CCC(=O)Nc1ccc(Br)cc1)c1ccc(Br)cc1	12.7
COc1cccc2cc(-c3nnc(NC(=O)c4cccc(S(C)(=O)=O)c4)o3)oc12	90.0*
O=C(CN1CCCCCCC1)NN=Cc1ccc(F)c(F)c1	-0.4
CC(C)(C)C(=O)NC(C#N)=C(Cl)Cl	-16.0

For reference, part of the list above.
SMILES	SSB-PriA inh
CC(C)(C)C(=O)NC(C#N)=C(Cl)Cl	-16.0
CN(C)c1ccc(NC(=O)CC2CSc3nc4c(cnn4-c4ccccc4)c(=O)n32)cc1 (stereo not drawn)	53.0
Cc1cc(-n2nnc(C(=O)N3CCN(c4ccccc4C)CC3)c2C)ccc1Br	4.0

New compounds follow:
SMILES	SSB-PriA inh
NS(=O)(=O)c1ccc(CNC(=O)c2csc(Nc3cccc(Cl)c3)n2)cc1	3.0
O=C(Nc1ccc2c(c1)C(=O)NCCO2)c1ccccc1F	-19.0&-7.0
Cc1ccc2c(CC(=O)Nc3ccc(OC(F)(F)F)cc3)cc(=O)oc2c1	-8.0
CN(C(=O)CCCn1nc(-c2ccc(F)cc2)ccc1=O)c1ccccc1	-4.0
COc1ccc(OCC(=O)NN=Cc2ccc(OC)c(OC)c2C(=O)O)cc1	1.7
CC(CC(=O)Nc1cccc(C(F)(F)F)c1)=NNC(=O)C(=O)NCC(C)C	-0.2
COc1cc(C2CC(c3ccc(Cl)cc3)=Nc3ccccc3S2)cc(OC)c1OC (stereo not drawn)	-1.0
Cc1nnsc1C(=O)NCCn1ncc2c(N3CCN(c4ccc(F)cc4)CC3)ncnc21	-5.0
NC(N)=NN=Cc1ccccc1OC(F)F	8.1
Cc1ccc(C)c(S(=O)(=O)Nc2cccc(C)n2)c1	-12.0
COc1ccc2nc(-c3ccc(Cl)c(NC(=O)c4c(F)cccc4F)c3)cn2n1	-16.0&-6.0
COc1cc(C(=O)Nc2nc(-c3ccc(Cl)cc3)cs2)cc(OC)c1OC	3.0
COc1ccc(C)cc1NC(=O)Cc1cc(=O)[nH]c(SCc2ccc(F)cc2)n1	-4.0
COCCN(Cc1ccncc1)C(=O)c1ccccc1Br	-25.0
C[C@](O)(CNS(C)(=O)=O)c1cc2ccccc2s1	-5.0
CCOC(=O)c1c(-c2ccc(Cl)cc2)csc1NC(=O)CSc1cc(C)c2ccccc2n1	-1.0
CC(C)(C=NO)/[N+]([O-])=C/c1ccco1	-6.5
O=C(CC12CC3CC(C1)CC(CC(=O)Nc1cccc([N+](=O)[O-])c1)(C3)C2)Nc1cccc([N+](=O)[O-])c1	17.0
O=C(Nc1cccc(-c2cn3c(n2)SCC3)c1)c1cc(N2CCCC2)ncn1	-12.0
COc1ccc(CCC(=O)NCC2COC3(CCCC3)O2)cc1 (stereo not drawn)	5.0
O=C(O)COc1ccc(C=NNC(=O)COc2nsnc2N2CCOCC2)cc1	-2.2
Cc1cc(N(C)N=Cc2ccccc2O)nc(-c2ccccc2O)n1	-7.9
CC(=C\c1ccccc1)/C=C1/SC(=O)NC1=O	1.0
COc1ccc(C)c2sc(NNC(=O)c3ccc(S(=O)(=O)N4CCCC4)cc3)nc12	3.0
COc1cc(/C=N\n2c(C)cc(C)c(C#N)c2=O)ccc1OC(C)=O	0.0
Cc1nnc(CNC(=O)c2cccc(Oc3ccccn3)c2)o1	-8.0
Cc1ccc(OCC(=O)NN=Cc2c(C)n(C)c3ccccc23)c([N+](=O)[O-])c1	2.2
Cc1ccc(-n2[nH]c(C)c(C=NN3C(=O)c4cccc5cccc(c45)C3=O)c2=O)cc1	7.3
O=C(Cc1ccccc1Cl)NCCc1nc2c(c(C(F)(F)F)n1)CCCC2	-16.0
O=C(CC(NCc1ccco1)C(=O)O)Nc1cccc([N+](=O)[O-])c1 (stereo not drawn)	-5.0
O=C1C2C3C=CC(C4CC34)C2C(=O)N1N=Cc1ccc(-c2ccc(Cl)cc2[N+](=O)[O-])o1 (stereo not drawn)	33.2
Cc1nc(C(=O)NC2CCC(Oc3cnccn3)CC2)cs1 (stereo not drawn)	-13.0
O=C(CCC1CCCC1)Nc1cccc(-c2cn3cccnc3n2)c1	2.0
O=S(=O)(NCc1ncc(-c2ccccc2)[nH]1)c1cccs1	-2.0
CCC(=NNc1ccccc1Cl)c1cnnc(-c2ccccc2)n1	5.6
Cc1cc(C)n(CC(=O)NN=Cc2cc([N+](=O)[O-])ccc2O)n1	9.1
CC(C)c1nnc2c(=O)n(CC(=O)Nc3ccccc3C(F)(F)F)c3ccccc3n12	-6.0
O=C(N[C@H]1CCN(c2ccccn2)C1)c1ccc(-n2cccc2)cc1	15.0
COc1cc(C)nc(Oc2ccc(C=NO)cc2)n1	-6.7
CCOC(=O)Nc1cc(C)nn1-c1nc(-c2ccc(F)cc2)cs1	-10.0&-2.0
Cc1nc2c(c(=O)n1CC(=O)Nc1cc(F)ccc1Cl)CN(Cc1ccccc1)CC2	6.0
O=C(CSc1n[nH]c(=O)c2cc(-c3ccco3)nn12)NCc1ccccc1Cl	-8.0
COc1ccc(C=NNC(=O)C2CCCC2)cc1Br	-3.4
COc1ccccc1-c1nc(SCC(=O)NC(C)C)c2c(=O)n(C)c(=O)n(C)c2n1	1.0
COc1cc(OC)cc(-n2c(-c3ccco3)nc3nc4ccccc4nc32)c1	6.0
O=C(NCC1CCN(C2CCCC2)CC1)C(=O)Nc1cccc(C(F)(F)F)c1	-5.0
Cc1cc2cc(CNC(=S)NC(C)(C)C)ccc2[nH]1	51.2
COc1ccc(-n2c(C=C(C)O)nc(=O)c3c(C)cc(C)nc32)cc1	-10.7
O=C(CCSc1ccccc1)N1CCC2(CC1)OCCS2	-3.0
Cc1ccc(C)c(NC(=O)CSc2nnc(NC(=O)/C=C/c3ccccc3)s2)c1	-12.0
CC1Oc2ccccc2OC1C(=O)NCC#CCN1CCc2ccccc2C1 (stereo not drawn)	-10.0
CCOC(=O)c1csc(NC(=O)c2ccn(CC)n2)n1	9.0
CC(=O)NCC(C)=NNc1ccc([N+](=O)[O-])cc1	8.9
Cc1cc(C)nc(OC2CCC(NC(=O)CN(C)S(C)(=O)=O)CC2)n1 (stereo not drawn)	5.0
O=S(=O)(Nc1ccn2nccc2c1)c1cccc2nsnc12	-8.0
Cc1nc(-c2nnc(N)o2)cs1	-7.0
CC1CC(=NNc2nc3ccccc3[nH]2)CC(C)(C)C1 (stereo not drawn)	13.9
CCOc1ccc(-c2ncncc2Oc2ccccc2Br)c(O)c1	-24.0
Cc1ccc(-c2cc(C(=O)NN=Cc3ccoc3)c3ccccc3n2)cc1	-5.4
O=C1NC(c2ccccc2)Nc2c1sc1nc3c(cc21)CCCC3 (stereo not drawn)	-10.0
The list goes on.
SMILES	SSB-PriA inh
Cc1nc(C)c(CNC(=O)Nc2cccs2)s1	20.0
Cc1ccccc1CSc1nccn2nc(-c3ccc(F)cc3)cc12	-4.0
CNc1c(C(C)(C)C)cc(C(C)(C)C)cc1C(C)(C)C	-11.0&2.0
COc1cc(C)c(Cl)cc1S(=O)(=O)N1CCN(C(=O)c2ccco2)CC1	11.0
CC(=NOC(=O)c1c(-c2ccccc2Cl)noc1C)c1nccs1	-9.1
Cc1cc(-c2csc(Nc3ccccn3)n2)c(C)o1	2.0
CCOC(=O)CCC(=O)Nc1ccc(-c2nnc(N(C)c3ccc(OC)cc3)s2)cc1	-13.0
O=C(CCc1csc(NC(=O)Nc2ccccc2)n1)NCC1CCCCC1	-8.0
COc1ccccc1-c1ccc(N2CCC(C(=O)Nc3ccccc3)CC2)nn1	1.0
CC(C)(C)c1ccc(C=NNC(=O)C(=O)NCCCN2CCOCC2)cc1	-9.0
CCOc1ccc(OCCNS(=O)(=O)c2ccc(Cl)cc2)cc1	-3.0
Cc1cccc(OC(C)c2ccnc3nc(N=CN(C)C)nn23)c1 (stereo not drawn)	-19.6
COc1ccc(CC(=O)NCCS(=O)(=O)N2CCc3ccccc32)cc1OC	-18.0

2 of these compounds, reformatted:
CC(C)(C)c1ccc(C=NNC(=O)C(=O)NCCCN2CCOCC2)cc1
  SSB-PriA inh = -9.0

CCOc1ccc(OCCNS(=O)(=O)c2ccc(Cl)cc2)cc1
  SSB-PriA inh = -3.0

Bioassay records from PubChem.
